CHRM4 agonist: CHRM4 agonism in calcium assay; P08173; 360,000 tested, 0.14% active; activation, % at 3 µM; CHO-K1 hM4/Gqi5, Fluo-8 calcium fluorescence; vehicle 0%, full acetylcholine response 100%;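 active = activation above the run mean over all test wells plus 3 SD, cut at about 32% in these data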;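 also: peak over basal fluorescence ratio per well then scaled between controls; 0% = DMSO wells and 100% = acetylcholine at EC100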
M5 ag: CHRM5 agonism in calcium assay | CHO-K1 hM5 cells, Fluo-8 calcium fluorescence; 0% DMSO wells, 100% maximal acetylcholine response | activation, % at 3 µM | 360,000 tested, 0.19% active | AID 624037;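 active = activation above the run's mean over test compounds plus 3 SD, cut at about 23% in these data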;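 also: signal is peak over basal fluorescence ratio across the kinetic read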
CRFBP-R2 agonist: agonists of human CRF-binding protein/CRF-R2 receptor complex; HEK293 CRF-R2/CRF-BP, calcium dye fluorescence (FLIPR); percent of saturating CRF peptide response; activation, % at 13.2 µM; 350,000 tested, 0.46% active; AID 588473;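 active = activation of at least 50%, plus an integration ratio under a set limit after plate pattern correction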;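 also: plate controls were neutral control wells without compound for no effect and CRF at EC100 for full effect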
IDE cell inh: cellular human IDE inhibition | P14735 | HEK cells, FAbetaB cleavage, fluorescence polarization | inhibition, % at 5.59 µM | 320,000 tested, 0.41% active;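 active = percent inhibition above the average of all tested compounds plus 3 SD, set per screening campaign, cut at about 16% in these data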;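 also: IDE supplied by intact live HEK cells; FP after avidin binding of uncleaved biotin substrate so inhibition keeps polarization high; 0% = DMSO wells and 100% = 60 µM reference IDE inhibitor Ii1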
Target sequence (P14735 whole entry, looked up): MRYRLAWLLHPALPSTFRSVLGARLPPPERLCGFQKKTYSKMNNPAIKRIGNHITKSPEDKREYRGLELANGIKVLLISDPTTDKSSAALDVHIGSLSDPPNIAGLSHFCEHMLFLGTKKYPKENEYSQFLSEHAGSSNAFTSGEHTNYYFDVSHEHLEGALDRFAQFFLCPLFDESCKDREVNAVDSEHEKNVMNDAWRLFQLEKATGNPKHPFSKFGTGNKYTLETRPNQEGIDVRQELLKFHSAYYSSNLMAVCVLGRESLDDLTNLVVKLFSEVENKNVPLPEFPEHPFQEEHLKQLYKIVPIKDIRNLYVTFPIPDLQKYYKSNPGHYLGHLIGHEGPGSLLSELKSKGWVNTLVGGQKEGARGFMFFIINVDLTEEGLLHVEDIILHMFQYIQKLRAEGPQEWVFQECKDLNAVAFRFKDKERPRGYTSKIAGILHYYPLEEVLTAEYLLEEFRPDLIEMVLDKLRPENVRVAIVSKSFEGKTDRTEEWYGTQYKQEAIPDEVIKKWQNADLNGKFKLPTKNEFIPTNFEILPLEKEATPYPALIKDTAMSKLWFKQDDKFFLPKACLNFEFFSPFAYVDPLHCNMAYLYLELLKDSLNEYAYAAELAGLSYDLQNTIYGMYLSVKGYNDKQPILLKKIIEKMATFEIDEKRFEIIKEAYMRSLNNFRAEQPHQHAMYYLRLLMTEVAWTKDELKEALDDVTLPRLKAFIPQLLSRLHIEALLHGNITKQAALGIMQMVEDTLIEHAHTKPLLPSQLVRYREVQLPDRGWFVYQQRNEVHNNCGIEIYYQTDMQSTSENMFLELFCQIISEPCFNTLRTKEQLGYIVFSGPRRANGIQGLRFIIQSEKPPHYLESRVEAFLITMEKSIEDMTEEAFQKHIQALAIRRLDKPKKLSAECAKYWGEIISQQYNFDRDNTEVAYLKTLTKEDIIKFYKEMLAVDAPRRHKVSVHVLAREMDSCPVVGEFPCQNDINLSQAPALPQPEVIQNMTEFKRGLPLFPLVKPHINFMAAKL
M4 PAM: CHRM4 positive allosteric modulation. P08173. CHO-K1 hM4/Gqi5, Fluo-8 calcium fluorescence, ACh EC20; 0% = ACh EC20, 100% = maximal ACh. activation, % at 3 µM. 360,000 tested, 0.4% active;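 active = activation above its plate's cutoff, the mean activation of sample wells plus 3 SD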; also: some results filed as inactive read as strong as hits
CRFBP-R2 block: CRF-BP/CRF-R2 complex antagonism; HEK293 CRF-R2/CRF-BP, CRF-induced calcium fluorescence; inhibition, % at 11.8 µM; 350,000 tested, 0.59% active;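 active = inhibition of the ligand-induced calcium signal above about 50% at the single tested concentration, limit read from the data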
CHRM4 antagonist: antagonists of human muscarinic M4 receptor (CHRM4) | P08173 | CHO-hM4 cells, ACh EC80, Fluo-8 calcium fluorescence | inhibition, % at 3 µM | 360,000 tested, 0.73% active | AID 624125;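 active = inhibition above its plate's cutoff, the mean inhibition of sample wells plus 3 SD, cut at about 27% in these data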;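 also: 0% = acetylcholine EC80 with DMSO and 100% = DMSO without agonist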
M5 antag: antagonists of human muscarinic M5 receptor (CHRM5); P08912; CHO-hM5 cells, Fluo-8 calcium fluorescence, ACh EC80; inhibition, % at 3 µM; 360,000 tested, 0.59% active;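 active = inhibition above a per-plate cutoff, the mean of that plate's test compounds plus 3 SD, cut at about 27% in these data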;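 also: 0% = acetylcholine EC80 with DMSO and 100% = DMSO without agonist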
CHRM5 PAM: positive allosteric modulators of human muscarinic M5 receptor. activation, % at 3 µM. P08912. 360,000 tested, 0.3% active. CHO-K1 hM5, Fluo-8 calcium, ACh EC20 PAM; 0% = ACh EC20, 100% = ACh EC100;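 active = activation above the run cutoff, the mean activation of all test compounds plus 3 SD, cut at about 18% in these data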
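Probe or stimulus: acetylcholine, EC20 level; Assay system: human M5 receptor in CHO-K1 cells; Schedule: compound preincubation 140 s before EC20 acetylcholine addition; Technique: intracellular calcium via Fluo-8 fluorescence; Dosing: single-point, 3 µM nominal; Read-out basis: percent activation from peak-over-basal fluorescence ratio, scaled EC20-to-EC100 acetylcholine; Repeats: one well per compound, no replicates.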
An asterisk follows results filed as active; . = not tested or not shown.

Below each compound – CHRM4 agonist	M5 ag	CRFBP-R2 agonist	IDE cell inh	M4 PAM	CRFBP-R2 block	CHRM4 antagonist	M5 antag	CHRM5 PAM
O=C(O)c1ccccc1CSc1ncccc1C(=O)O
  1	-3	-0.8	3	5	-5	-6	-7	3
Cc1cccc(-c2noc(-c3ccc4c(c3)OCO4)n2)c1
  1	1	0.1	-3	2	16	2	3	-2
COc1ccc(NC(=O)CS(=O)CC(=O)N2CCN(C3CCCC3)CC2)cc1 (stereo unspecified)
  2	-4	1.6	-2	-5	13	-1	12	-2
CC1CC(C)CN(S(=O)(=O)c2cc3c4c(c2)C(C)C(=O)N4CCC3)C1 (stereo unspecified)
  0	-4	0.7	-4	7	0	2	15	-6
CN(C)CCCC1Sc2ccccc2Sc2ccccc21 (stereo unspecified)
  14	-17	-0.2	-7	-51	-7	4	26	-33
COc1ccccc1/C=N\Nc1cn[nH]c(=O)c1Cl
  -1	-4	1.0	-1	-6	7	-1	-2	-7
Cc1cccc(OCCCC(=O)NCC(=O)Nc2cccc(C)c2C)c1
  2	1	-1.3	-3	4	10	-4	8	7
Cc1ccc(NC(=O)c2ncn(CCCN3CCN(Cc4cccc5ccccc45)CC3)n2)cc1C
  7	2	-1.7	.	-3	-4	5	6	-7
CSCCC(NC(=O)c1ccccc1)C(=O)NC1CCCC1 (stereo unspecified)
  2	0	1.4	6	3	-35	-13	-6	4
CCOc1ccc(CNC(=O)C2CCCN(S(=O)(=O)N3CCC(C)CC3)C2)cc1OC (stereo unspecified)
  3	0	1.0	.	-3	3	7	9	-5
COc1cc(C(=O)Nc2nnc(SCC(=O)NCC3CCCO3)s2)cc(OC)c1OC (stereo unspecified)
  1	-1	-1.3	2	1	-1	-11	9	-3
Cc1cccc(-n2c(O)c(C=NCCCN3CCOCC3)c3ccccc3c2=O)c1
  1	-1	0.1	-1	1	11	-4	-2	2
Clc1ccc(-c2nc3ccc(Cl)cn3c2Cc2cccc(Cl)c2)cc1
  0	-1	.	.	-4	.	-5	8	1
CC1(C)Cc2c(sc(NC(=O)c3ccc(S(=O)(=O)N4CCCCCC4)cc3)c2C(N)=O)C(C)(C)N1
  7	-1	-0.2	-1	1	-22	7	8	3
O=C(c1ccccn1)N(Cc1cc2ccccc2[nH]c1=O)C1CCCCC1
  3	9	1.6	-1	8	-12	-23	-15	0

Entries of single compounds from above:
COc1ccccc1/C=N\Nc1cn[nH]c(=O)c1Cl in the list: CHRM4 agonist: -1; M5 ag: -4; CRFBP-R2 agonist: 1.0; IDE cell inh: -1; M4 PAM: -6; CRFBP-R2 block: 7; CHRM4 antagonist: -1; M5 antag: -2; CHRM5 PAM: -7
COc1cc(C(=O)Nc2nnc(SCC(=O)NCC3CCCO3)s2)cc(OC)c1OC (stereo unspecified) in the list: CHRM4 agonist: 1; M5 ag: -1; CRFBP-R2 agonist: -1.3; IDE cell inh: 2; M4 PAM: 1; CRFBP-R2 block: -1; CHRM4 antagonist: -11; M5 antag: 9; CHRM5 PAM: -3

Additional structures.
Below each compound – CHRM4 agonist	M5 ag	CRFBP-R2 agonist	IDE cell inh	M4 PAM	CRFBP-R2 block	CHRM4 antagonist	M5 antag	CHRM5 PAM
CCCN(C(=O)c1ccc(-n2cncn2)c([N+](=O)[O-])c1)C1CCS(=O)(=O)C1 (stereo unspecified)
  -1	0	-0.2	0	1	-1	0	-1	3
CCN(CCO)c1nc(SC)nc2c1sc1nc(-c3ccco3)c3c(c12)CCC3
  7	-2	-0.9	-2	-11	-8	6	8	-12
CCN1C(=O)[C@@H]2[C@@H](c3ccc(-c4ccc(C(C)=O)cc4)c(OC)c3)N3CCC[C@@]3(C(=O)OC)[C@@H]2C1=O
  1	3	0.5	3	8	-4	2	2	-2
CCOC(=O)N1CCC(N2CCCC(C(=O)c3cccc(OC)c3)C2)CC1 (stereo unspecified)
  2	-19	2.9	4	-28	10	-4	-3	-10
O=C1CC2(CCCC2)Oc2ccc(Cl)cc21
  0	1	-1.1	9	6	7	-8	11	5
Cc1ccc(SC(=O)COc2ccc(C)c(C)c2)cc1
  0	0	2.1	6	12	-5	0	-7	14
O=S(=O)(Nc1nc2ccccc2nc1Cl)c1cccc(C(F)(F)F)c1
  6	-2	0.2	1	0	16	6	13	-5
COc1ccc(SCCN2CC[C@@H](C(C)(C)C)CCC2=O)cc1
  0	2	-3.2	3	14	-11	-6	1	-6
COc1ccc(C(=O)N/C(=C\c2cn(C)c3ccccc23)C(=O)NCCN2CCOCC2)cc1OC
  1	-1	0.1	1	-1	-12	7	-18	10
O=C(NCCN1CCOCC1)c1ccc(Cl)c(S(=O)(=O)N2CCCCC2)c1
  4	0	6.8	0	-6	-3	12	1	-3
O=C(COC(=O)CNC(=O)c1ccco1)NCCN1C(=O)CSC1=O
  0	1	1.2	2	-4	-10	12	-7	2
CCc1noc(C)c1C(=O)Nc1nc(-c2ccc(NC(C)=O)cc2)cs1
  21	2	-2.2	7	-12	-20	-2	10	-23
CC(C)Nc1nc(NC(C)(C)C)nc(Oc2ccc(=O)n(-c3ccccc3)n2)n1
  -2	19	16	1	7	-34	5	1	-4
O=C(Nc1ccc2c(c1)OCCO2)C1c2ccccc2OCC(=O)N1CCc1c[nH]c2ccccc12 (stereo unspecified)
  5	2	.	.	9	.	-7	4	-3
Cc1ccccc1-c1cnc(C(O)c2ccc(-c3ccccc3)cc2)[nH]1 (stereo unspecified)
  2	0	.	.	9	.	-14	3	-3

Next section, starting with the last 2 of the part before.
Below each compound – CHRM4 agonist	M5 ag	CRFBP-R2 agonist	IDE cell inh	M4 PAM	CRFBP-R2 block	CHRM4 antagonist	M5 antag	CHRM5 PAM
O=C(Nc1ccc2c(c1)OCCO2)C1c2ccccc2OCC(=O)N1CCc1c[nH]c2ccccc12 (stereo unspecified)
  5	2	.	.	9	.	-7	4	-3
Cc1ccccc1-c1cnc(C(O)c2ccc(-c3ccccc3)cc2)[nH]1 (stereo unspecified)
  2	0	.	.	9	.	-14	3	-3
COCCNC(=O)C1CCCN(Cc2ccc(C#N)cc2)CC1 (stereo unspecified)
  0	0	.	.	0	.	-5	-5	5
CCCC(C)(C)C(=O)N1CCC1(C)C(=O)NS(=O)(=O)c1cccc(Cl)c1 (stereo unspecified)
  0	1	.	.	-1	.	-8	3	-5
COc1ccc(-c2cc(C(=O)Nc3c(Cl)cc(Cl)cc3Cl)c3ccccc3n2)cc1OC
  0	0	5.1	3	17	-21	-22	-4	2
O=C(COc1cccc([N+](=O)[O-])c1)NN1C(=O)c2ccccc2C1=O
  0	-3	-0.4	1	-1	1	7	19	-4
O=C(CC1SCCNC1=O)Nc1cc(Cl)cc(Cl)c1 (stereo unspecified)
  3	0	0.1	-2	-1	-12	7	0	-2
O=S(=O)(Nc1ccc(-c2nc3ccccc3o2)cc1)c1ccccc1
  1	-3	2.3	2	9	-12	-3	0	-2
O=[N+]([O-])c1cccc(-c2c[n+]3c(n2-c2ccccc2)SCC3)c1
  3	-10	-0.4	-1	-3	14	4	-3	5
COc1ccc(CCNC(=O)c2sc3cc(C)ccc3c2Cl)cc1
  0	-1	8.6	0	0	3	2	5	-5
C=CCn1c(SCCNC(C)=O)nc2cc(-c3ccccc3)sc2c1=O
  2	-3	-2.8	2	3	9	-1	14	-2
O=C(CC1CCCC1)NCCS(=O)(=O)N1CCN(c2ccccc2F)CC1
  3	0	-0.7	10	-1	-4	-4	1	-4
O=C(CC(c1ccccc1)c1ccccc1)Nc1ccc2c(c1)OCCO2
  2	-11	0.2	2	-5	1	0	-1	-12
COc1ccccc1NC(=O)CSc1ccc2nnc(-c3ccncc3)n2n1
  4	0	0.5	3	-10	-3	5	4	-4
CC(=O)N1CCc2c(sc(NC(=O)Cc3ccc(F)cc3)c2C(N)=O)C1
  3	2	1.2	1	5	1	-4	11	7
O=C(OCCN1C(=O)c2cccc3c(N4CCOCC4)ccc(c23)C1=O)c1ccc(Cl)cc1Cl
  1	1	176*	49*	-1	-161	6	8	-4
Cc1nnc(NC(=O)CSc2ccccc2N)s1
  0	1	-2.5	-1	-3	-6	4	9	-8
C/C(CC(=O)Nc1ccc(N(C)C)cc1)=N\NC(=O)c1cnccn1
  1	0	1.1	0	14	-39	-7	8	-2
COCCNC(=O)C1(C)CCN(C(=O)c2cccc(C)c2C)C1 (stereo unspecified)
  0	0	.	.	-7	.	0	-1	-1
CN(C)/C=C/C(=O)c1nn(-c2ccc(F)cc2)ccc1=O
  4	2	-3.6	1	-4	9	6	9	-4
CCCCNC(=O)C1CC(c2c(Cl)cccc2Cl)=NO1 (stereo unspecified)
  1	0	-2.9	0	13	4	1	9	5

Source: PubChem BioAssay

No enrichment for hits; 2.9% or so of the library scored in one or more.
